S aureus QS inh = inhibitors of bacterial quorum sensing in S. aureus | inhibition, % at 2 µM | 24,000 tested, 0.3% active | S. aureus RN6390 RNAIII-GFP reporter, AIP-induced, flow cytometry 3 h;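 active = share of bacteria positive for the green fluorescent reporter and its mean brightness both inhibited by 50% or more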;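 note: 0% = AIP-stimulated control and 100% = unstimulated bacteria without AIP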
S aureus QS inh GFP MFI % = further read-out of S aureus QS inh, marked with its call; inhibition, %; measured here: inhibition of GFP MFI
The depositor's hits bear a star. Some of the compounds tested; count on the stated rates, not on these rows.

Sample of the layout, 2 compounds:
SMILES	S aureus QS inh	S aureus QS inh GFP MFI %
COCCN(C(=O)c1csnn1)C(C(=O)NC(C)(C)C)c1cccc(OC)c1 (stereo not drawn)	1	-2
CCOC(=O)C1CCN(S(=O)(=O)c2cc(Br)cc3c2N(C(C)=O)C(C)C3)CC1 (stereo not drawn)	-6	-19

All compounds of this part, previewed entries included:
SMILES	S aureus QS inh	S aureus QS inh GFP MFI %
COCCN(C(=O)c1csnn1)C(C(=O)NC(C)(C)C)c1cccc(OC)c1 (stereo not drawn)	1	-2
CCOC(=O)C1CCN(S(=O)(=O)c2cc(Br)cc3c2N(C(C)=O)C(C)C3)CC1 (stereo not drawn)	-6	-19
Cn1c(COc2ccc(Cl)cc2)nnc1SCC(=O)NC1CCCCC1	0	40
COc1ccc(NC(=O)C(NS(=O)(=O)c2ccc3c(c2)CCCN3C(C)=O)C(C)C)c(OC)c1 (stereo not drawn)	-1	-30
Cn1cc(C(=O)c2ccc(F)cc2)cc1-c1nc2ccccc2n1C	0	2
COc1ccc(NC(=O)N(CCN2CCCC2)Cc2cc3cc(OC)c(OC)cc3[nH]c2=O)cc1	-1	-11
COc1ccc(NCc2nnc(SCC(=O)Nc3cc(C)cc(C)c3)o2)cc1	0	27
Cc1ccc(N2C(=O)c3ccc(C(=O)N4CCN(c5ccccc5F)CC4)cc3C2=O)cc1	5	12
COc1nc(OC)nc(N2CCC(NC(=O)C(Cc3ccc(C(C)C)cc3)NC(C)=O)CC2)n1 (stereo not drawn)	0	-15
Cc1ccc(-n2nnnc2SCC(=O)c2cc(C)n(CC3CCCO3)c2C)cc1 (stereo not drawn)	8	19
CC1Cc2ccccc2N1C(=O)c1cc2c(=O)n3ccccc3nc2n1C (stereo not drawn)	0	5
CCOC(=O)N1CCN(c2nc(N(c3ccccc3)c3ccccc3)nc(-n3ccnc3)n2)CC1	-1	-1
O=C1NC(c2ccncc2)Nc2sc3c(c21)CCCC3 (stereo not drawn)	1	33
O=C(c1csc2ccccc12)N1CCCCCC1	5	24
CCSc1nc(O)c(CC)c(=O)n1C(C)CC (stereo not drawn)	-2	-6
CCOC(=O)c1sc(Nc2nc3c(OC)cccc3s2)nc1C	2	11
O=C1CC(c2ccc(F)c(Br)c2)C2=C(CCCC2=O)N1 (stereo not drawn)	0	-6
CCOC(=O)c1ccccc1Nc1cc(C)nc2nc(C)nn12	1	9
Cc1cc(/C=c2/sc3nc4ccccc4n3c2=O)c(C)n1-c1ccccn1	0	2
COc1ccc(CCNC(=O)CCCn2c(SCC#N)nc3ccccc3c2=O)cc1OC	0	0
COc1ccc2cc3cc(C(=O)NCCCN4CCOCC4)oc3nc2c1	-1	-4
CS(=O)(=O)c1ccc2nc(N)sc2c1	-3	-9
Cc1ccc(-n2c3c(cc(C(=O)O)c2=O)C(=O)CC(C)(C)C3)cc1	-4	-23
C=CCn1c(C(C)NC(=O)CCC)nc2ccccc21 (stereo not drawn)	0	2
COc1ccc(N2CCN(CCCNS(=O)(=O)c3c(C)noc3/C=C/N(C)C)CC2)cc1	0	4
Cc1cccc(-c2nc(CN3CCCC(C(=O)NC4CCC(C)CC4)C3)c(C)o2)c1 (stereo not drawn)	28	46
CCOC(=O)/C(N=O)=C(\O)C1CCN(C(=O)OCC)CC1	3	8
COc1cc(C(=O)NCCc2ccc3c(c2)OCCO3)ccc1OCC(=O)N1CCOCC1	-10	-12
COc1ccc(S(=O)(=O)N2CCN(C)CC2)cc1C	-10	-11
Cc1ccccc1OCc1nnc(SCC(=O)NCc2ccccc2)n1C	-1	2
COc1ccc(CCNc2oc(-c3ccco3)nc2C#N)cc1	-1	6
CCc1ccccc1NC(=O)c1ccc(F)c(S(=O)(=O)N2CCC(C(N)=O)CC2)c1	-1	-15
Cc1nc2ccccc2c2oc(C(=O)NC3CC3)cc12	-1	8
CC1(C)Cc2ccccc2C2CC(O)C(=O)N21 (stereo not drawn)	0	0
CCOc1ccccc1Nc1ncnc2ccccc12	0	2
CC(C)Cn1c(N)c(C(=O)NCc2cccs2)c2nc3ccccc3nc21	2	-4
CCNCc1cc2cc(C)ccc2[nH]c1=O	1	13
CCCc1cc(C(=O)Nc2sc(C)c(CC)c2C#N)no1	6	14
CCOC(=O)C1CCN(Cc2ccc(F)c(Br)c2)CC1	0	3
FC(F)(F)c1cc(-c2ccccc2)nc(-n2cncn2)n1	4	20
COc1ccc(NC(=O)c2nnn(Cc3ccc(SC)cc3)c2N)c(OC)c1	-5	-14
Cc1cc(C)n2nc(S(=O)(=O)NC3CCCCC3)nc2n1	-5	-12
O=C(c1cc(S(=O)(=O)N2CCCCC2)ccc1F)N1CCCCC1	-2	-10
O=C(CSCc1cccs1)N1CCCC1	0	-11
COc1cc(NC(=O)CCn2c(=O)[nH]c3ccsc3c2=O)cc(OC)c1	4	44
COc1cc(C(c2sc3nc(C)nn3c2O)N2CC(C)CC(C)C2)cc(OC)c1OC (stereo not drawn)	6	16
CCC(=O)N1CCc2cc(S(=O)(=O)NC(C(=O)NC(C)c3ccccc3)C(C)C)ccc21 (stereo not drawn)	4	-6
CCCCOC(=O)C1=C(C)Nc2ncnn2C1c1cccc(OC)c1 (stereo not drawn)	-8	-15
Cc1ccc(SCCC(=O)N(C)C)cc1	-2	-6
O=C(NC1CC1)c1ccc(CS(=O)(=O)c2c(Cl)cccc2Cl)o1	2	5
O=C1NC(NS(=O)(=O)c2ccccc2)(C(F)(F)F)C(=O)N1Cc1cccnc1 (stereo not drawn)	14	35
COc1ccc2nc(NC(=O)CN(C)S(=O)(=O)c3cccs3)sc2c1	-1	-14
O=C(CSc1ncnc2c1nnn2-c1ccc(F)cc1)NCC1CCCO1 (stereo not drawn)	-4	-11
COc1ccc(Nc2nc(Nc3ccc(OC)cc3)nc(-n3[nH]c(=O)c(C)c3C)n2)cc1	18	31
COc1ccc(OC)c(NC(=O)CSc2nnc(CNC(=O)c3ccco3)o2)c1	-4	-4
c1ccc(OCc2nc3ccccc3[nH]2)cc1	0	1
CCOC(=O)C1CCCN(C(=O)c2cn(CC)c(=O)c3cc(OC)c(OC)cc23)C1 (stereo not drawn)	-2	-11
Cc1ccsc1C1NC(=O)c2c(sc3c2CCN(C)C3)N1 (stereo not drawn)	0	11
CCOC(=O)CC(=O)CSc1ccc2nnc(-c3ccccc3)n2n1	-1	-13
Cc1ccc(CNC(=O)CCS(=O)(=O)c2cc(Br)cc3c2N(C(=O)C2CC2)CC3)o1	5	20
Next results:
SMILES	S aureus QS inh	S aureus QS inh GFP MFI %
Clc1ccc(Cc2nnc(-c3cccs3)o2)cc1	-4	-4
CCn1ncc(C2=NOC(C(=O)NCCc3ccccc3)C2)c1C (stereo not drawn)	24	35
COc1ccc(OC)c(-n2c(C)nc3cc(C(=O)O)ccc32)c1	-4	-26
NC(=O)CSc1nnc(-c2ccc(O)cc2)n1Cc1ccco1	-2	-18
Cc1ccc(C2C3=C(CC(C)(C)CC3=O)Nc3[nH]c(=S)[nH]c(=O)c32)cc1 (stereo not drawn)	-3	-11
CCOC(=O)CSc1nc(NCc2ccco2)c2ccccc2n1	-5	-11
COc1ccc(C2N3CC4(C)CN2CC(C)(C3)C4=O)cc1OC (stereo not drawn)	-2	-5
Cc1noc(C(=O)Nc2ccc3c(c2)OCO3)c1Cl	-2	-9
COc1ccc(-c2noc(CSc3nc(N)c(-c4ccccc4)c(=O)[nH]3)n2)cc1OC	-2	-10
CC1(C)NC(=O)N(CC(O)CN2CCCCC2)C1=O (stereo not drawn)	-1	-1
O=C(CSc1nc(-c2ccco2)cc(C(F)(F)F)n1)NCCCn1ccnc1	0	3
COC(=O)C1=C(N)Oc2cc(C)n(Cc3ccncc3)c(=O)c2C1c1cccnc1 (stereo not drawn)	-1	3
CCc1ccc(NC(=O)c2cccnc2)cc1	0	1
O=P(O)(O)CCP(=O)(c1ccccc1)c1ccccc1	12	22
O=C1c2ccccc2C(O)(Cc2ccccc2)N1Cc1ccco1 (stereo not drawn)	0	-3
COCCNC(=O)CSCc1nc(-c2ccc(SC)cc2)oc1C	0	-6
CCn1nccc1C(=O)Nc1cc(Cl)ccc1Cl	0	10
O=C(CN1CCC(NC(=O)c2ccc(F)cc2)CC1)NCc1ccccc1F	-6	-3
COc1cccc(C(=O)Nc2c3c(nn2-c2ccccc2C)CS(=O)C3)c1OC (stereo not drawn)	-8	-50
Cn1c(=O)c(-c2ccccc2)nn2c3ccccc3nc12	1	-6

As a short view, 3 of the compounds above.
SMILES	S aureus QS inh	S aureus QS inh GFP MFI %
Clc1ccc(Cc2nnc(-c3cccs3)o2)cc1	-4	-4
CCn1ncc(C2=NOC(C(=O)NCCc3ccccc3)C2)c1C (stereo not drawn)	24	35
COc1ccc(OC)c(-n2c(C)nc3cc(C(=O)O)ccc32)c1	-4	-26

Compound profiles, from the list above.
Results for `O=C(CN1CCC(NC(=O)c2ccc(F)cc2)CC1)NCc1ccccc1F` = S aureus QS inh: -6; S aureus QS inh GFP MFI %: -3
Results for `COc1cccc(C(=O)Nc2c3c(nn2-c2ccccc2C)CS(=O)C3)c1OC` (stereo not drawn) = S aureus QS inh: -8; S aureus QS inh GFP MFI %: -50

Additional records.
SMILES	S aureus QS inh	S aureus QS inh GFP MFI %
O=C(NO)c1ccccc1O	0	6
O=C(c1ccc(S(=O)(=O)N2CCOCC2)cc1)N1CCN=C1SCc1cccnc1	-1	-5
Cc1cc(C)nc(SCC(=O)Nc2ncc3c(n2)CCCC3=O)n1	-2	5
C=CCOc1ccc(/C(CC)=N/O)c(OC)c1	-1	0
CCOC(=O)C1CCN(c2c(NCCCN(CC)c3ccccc3)c(=O)c2=O)CC1	1	3
O=C(NCCN1CCN(c2ccccc2F)CC1)C1CC(=O)N(C2CCCC2)C1 (stereo not drawn)	12	23
O=C(Nc1ccc(N2CCCCC2)cc1)c1ccc(F)cc1	0	-9
CCCN(C(=O)Cc1nc(N)n[nH]1)C1(C(=O)Nc2c(C)cccc2C)CCCCC1	6	21
COc1ccccc1OCC(O)Cn1nc(C)cc1C (stereo not drawn)	-1	4
O=C(NCc1ccc(F)cc1)C1CC(=O)N(CCc2ccccc2)C1 (stereo not drawn)	2	2
O=C(O)CCc1ccc(-c2ccc(Cl)cc2)o1	-2	7
O=c1[nH]c(SCc2cc(=O)n3ccccc3n2)nc2c1CCC2	0	-16
CCOC(=O)c1c(C)oc2c1c(C(c1ccncc1)N1CCOCC1)c(O)c1ccccc12 (stereo not drawn)	1	18
O=C(CSc1nnc(Cc2cc(=O)[nH]c(=O)[nH]2)n1-c1ccccc1)N1CCCC1	-2	-26
CC(C)(C)n1ncc2c(=O)n(CC(=O)NCc3ccc(F)cc3)cnc21	-8	-41
Cc1ccc(CN2C(=O)CCC2C(=O)NCc2ccc3c(c2)OCO3)cc1 (stereo not drawn)	-1	0
Cn1cnc(S(=O)(=O)Nc2ccc(C(F)(F)F)cc2)c1	-4	-22
O=C(COC(=O)c1ccc(Br)o1)Nc1ccc(S(=O)(=O)N2CCCC2)cc1	0	-19
Cc1ccc2c(c1)NCC(C(=O)NC1CCC(C)CC1)O2 (stereo not drawn)	3	5
Cc1cc(C(F)(F)F)c(C#N)c(SCC(=O)NC(C)(C)C)n1	-1	-3
O=C(NCc1cccs1)C1CCCN(c2nc3ccccc3o2)C1 (stereo not drawn)	-1	-1
CC1(C)CC(=O)C=C(Nc2ccccc2O)C1	-2	-13
O=C(Nc1cccc2c1CCCC2)C1CCN(c2nnnn2-c2ccccc2)CC1	0	17
CC(C)(C)NC(=O)CN(Cc1cccs1)C(=O)c1csnn1	0	4
Cc1ccc(Cn2c(NCCc3ccccc3)nc3c2c(=O)n(C)c(=O)n3C)cc1	-1	-13
CCc1cccc2c(=O)c(C(=O)N3CCCCCC3)c[nH]c12	0	1
NC(=O)NC(c1ccccc1)c1ccccc1F (stereo not drawn)	0	1
CCC(Cc1ccccc1)NC(=O)CN1C(=O)CSc2ncccc21 (stereo not drawn)	-1	-2
CC(C)NC(=O)c1ccccc1NC(=O)c1ccccc1N(C)S(C)(=O)=O	0	20
CC1=Nn2c(nnc2-c2ccccc2)SC1	0	23
COCCCNC(=O)Cn1cc2c(n1)CCC(C)C2 (stereo not drawn)	-2	-6
CCOC(=O)N1CCN(S(=O)(=O)c2ccc(Br)s2)CC1	0	2
CCOC(=O)C1CCN(C(=O)CSc2cc(=O)n(C)c3ccccc23)CC1	14	24
COc1ccc(OC)c(C2=NOC(C(=O)Nc3cccc(C(C)=O)c3)C2)c1 (stereo not drawn)	0	1
FC(F)(F)Oc1ccc(Nc2nc3ccccc3o2)cc1	16	7
O=C(C1CCN(S(=O)(=O)c2cccs2)CC1)N1CCCCCC1	-6	-5
COc1cc(OC)c(C2C(C(=O)Nc3ccccc3)=C(C)Nc3ncnn32)cc1OC (stereo not drawn)	-3	-13
CCOC(=O)c1ccc2[nH]cc(C(C)=O)c(=O)c2c1	0	0
COc1ccc(NC(=O)Cn2nnc(C(N)=O)c2N)c(OC)c1	1	14
CC(C)C(c1nnnn1C1CCCC1)N1CCN(C(=O)c2ccco2)CC1 (stereo not drawn)	-3	-18
COc1ccccc1CNC(=O)c1ccc(CNc2c(N3CCCC3)c(=O)c2=O)cc1	-4	4

Among those listed so far, these have a COOH group.
SMILES	S aureus QS inh	S aureus QS inh GFP MFI %
Cc1ccc(-n2c3c(cc(C(=O)O)c2=O)C(=O)CC(C)(C)C3)cc1	-4	-23
COc1ccc(OC)c(-n2c(C)nc3cc(C(=O)O)ccc32)c1	-4	-26
O=C(O)CCc1ccc(-c2ccc(Cl)cc2)o1	-2	7

Screens as filed in PubChem BioAssay.
